GPR7 antagonist: human neuropeptides B/W receptor 1 antagonism; P48145; GPR7-expressing cells, fluorescence antagonist assay; inhibition, % at 4.4 µM; actives 1.1% (n = 290,000); AID 1861; in the data active means inhibition above about 16%, passing the limit was not always enough;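 further: cells stimulated with the agonist NPW; 0% = agonist with vehicle and 100% = vehicle without agonist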
MEKK2wt PB1 HTS: raises or lowers MEK5 binding to wildtype human MEKK2 PB1 domain; binding response (% of control), % at 10 µM; Q9Y2U5; actives 1.1% (n = 290,000); bead flow cytometry, Alexa488-MEK5 binding to MEKK2 WT; actives lie on both sides; in the data active means binding response below about 67% or above about 130%
MEKK3 PB1 HTS: raises or lowers MEK5 binding to the human MEKK3 PB1 domain; bead-based flow cytometry, Alexa488-MEK5 binding to MEKK3; actives lie on both sides; 0 = blocked by unlabeled MEK5, 100 = vehicle; binding response (% of control), % at 10 µM; actives 1.4% (n = 290,000);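 active means binding response more than 3 SD above or below the average of its plate-row segment, actives on both sides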;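 further: Alexa488 bead fluorescence after subtracting the streptavidin-only scavenger bead signal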
OXTR agonist: activates the human oxytocin receptor; AID 2435; P30559; CHO-OTR cells, Fluo-8 calcium fluorescence; normalized: DMSO 0%, oxytocin 100%; actives 0.32% (n = 320,000); activation, % at 3 µM;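 active means activation above the mean of all tested compounds plus 3 SD, cutoff set per screening run, cut at about 20% in these data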;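 further: peak over basal fluorescence ratio from a 100 s FLIPR kinetic read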
Target sequence (P30559 whole entry, looked up): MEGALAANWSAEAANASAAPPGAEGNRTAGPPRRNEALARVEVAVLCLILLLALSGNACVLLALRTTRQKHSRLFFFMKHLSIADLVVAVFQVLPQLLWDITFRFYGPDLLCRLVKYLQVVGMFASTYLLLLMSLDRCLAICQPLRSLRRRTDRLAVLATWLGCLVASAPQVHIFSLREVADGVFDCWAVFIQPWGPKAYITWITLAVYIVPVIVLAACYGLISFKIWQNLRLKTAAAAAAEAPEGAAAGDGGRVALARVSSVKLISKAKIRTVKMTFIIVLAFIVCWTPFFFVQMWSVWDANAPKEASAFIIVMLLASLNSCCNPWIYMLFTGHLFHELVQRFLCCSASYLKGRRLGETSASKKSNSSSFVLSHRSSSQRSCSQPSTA
PHOSPHO1 block: PHOSPHO1 (human) inhibition; recombinant PHOSPHO1, absorbance phosphatase assay; AID 1565; inhibition, % at 13.3 µM; Q8TCT1; actives 1.1% (n = 290,000); in the data active means inhibition above about 60%
Target sequence (Q8TCT1 whole entry, looked up): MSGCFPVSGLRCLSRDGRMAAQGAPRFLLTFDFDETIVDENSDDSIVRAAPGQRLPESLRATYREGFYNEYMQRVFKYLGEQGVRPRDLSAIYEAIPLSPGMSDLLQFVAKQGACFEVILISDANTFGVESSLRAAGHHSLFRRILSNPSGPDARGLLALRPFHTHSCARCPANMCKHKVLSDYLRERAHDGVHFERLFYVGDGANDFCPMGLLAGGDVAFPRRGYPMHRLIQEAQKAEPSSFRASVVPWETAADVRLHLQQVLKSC
NALP1 yeast inh: blocks the NALP1 inflammasome reconstituted in yeast | S. cerevisiae NALP1/ASC/caspase-1 growth, X-gal OD620, 72 h | inhibition, % at 10 µM | actives 0.61% (n = 280,000); in the data active means inhibition mostly above about 24%, no sharp cut-off; inactive means mostly below about 32%; further: some compounds called inactive have numbers as strong as hits
MEKK2 mut-MEK5: signal of MEK5 binding to mutant human MEKK2 PB1 domain; bead flow cytometry, Alexa488-MEK5 binding to MEKK2 mutant; percent response, % at 10 µM; actives 0.35% (n = 290,000); AID 1530; in the data active means percent response above about 24%, passing the limit was not always enough; further: inactives centre near 1; some results filed as inactive read as strong as hits; reference of the scale not given here
V1R ag counter: counter-screen for oxytocin receptor agonists: human V1a receptor agonists; P37288; actives 0.25% (n = 320,000); activation, % at 3 µM; CHO-V1R cells, Fluo-8 calcium fluorescence, agonist mode; 0% DMSO, 100% 3 nM vasopressin;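 active means activation above the mean activation of all tested compounds plus 3 SD, per screening run, cut at about 20% in these data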;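 further: signal is peak over basal fluorescence ratio across a 100 second FLIPR read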
GalR3 antag: human GalR3 antagonism. inhibition, % at 3 µM. HEK293 GalR3-CNG cAMP membrane potential fluorescence; galR3 body fused to GalR1 C-terminus. AID 651719. actives 0.44% (n = 360,000);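 active means inhibition above the screen-wide average plus 3 SD, cut at about 13% in these data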;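 further: forskolin and galanin both at EC90 stimulate the cells; cAMP rise reported by CNG channel membrane potential dye signal; 0% = forskolin plus galanin with DMSO and 100% = forskolin alone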
Target sequence (O60755 1-299 limits assumed): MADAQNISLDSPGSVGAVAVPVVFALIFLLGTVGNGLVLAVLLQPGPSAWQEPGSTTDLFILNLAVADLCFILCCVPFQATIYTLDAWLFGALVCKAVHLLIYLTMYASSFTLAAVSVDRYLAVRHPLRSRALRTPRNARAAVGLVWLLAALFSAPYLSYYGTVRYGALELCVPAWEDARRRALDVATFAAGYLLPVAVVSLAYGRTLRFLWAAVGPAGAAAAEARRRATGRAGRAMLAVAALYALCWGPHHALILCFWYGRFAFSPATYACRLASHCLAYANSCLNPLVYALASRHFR
* hit, by the source's call; x = no result given.

canonical_smiles	GPR7 antagonist	MEKK2wt PB1 HTS	MEKK3 PB1 HTS	OXTR agonist	PHOSPHO1 block	NALP1 yeast inh	MEKK2 mut-MEK5	V1R ag counter	GalR3 antag
O=C(NCCN1CCOCC1)C1CCC(CNS(=O)(=O)c2ccc(Cl)cc2)CC1 (configuration not stated)	11	106	105	0.7	3	7	5	0.1	-1
Cc1c(C(=O)NNc2c(Cl)cccc2Cl)n(C)oc1=O	-7	65	54	-0.4	8	9	-46	-0.4	-2
Cc1occc1C(=O)NCc1ccccc1F	-4	100	100	-0.9	-7	28	6	0.4	-5
COc1cccc(-c2nnc(N(C)C(=O)C3CCOC3)s2)c1 (configuration not stated)	-4	104	105	3.0	18	10	9	0.9	-3
O=C(O)c1cccc(NC(=O)C23CC4CC(C2)CC(n2cnc(Cl)n2)(C4)C3)c1	0	96	99	0.9	-23	-14	1	-0.9	-1
CNC(=O)CSc1nnc(-c2ccco2)n1-c1ccccc1	-4	109	109	1.1	x	x	8	0.5	-6
COc1cc(/C=C2/NC(=O)NC2=O)cc(Br)c1OCc1ccccc1	2	91	94	0.2	12	-6	-8	0.7	2
CCn1c(=O)c(C(=O)NCc2ccc(F)cc2)c(O)c2ccccc21	-32	105	103	0.5	24	2	4	1.0	-1
CC(C)(C)N(Cc1ccccc1)C(=O)COC(=O)CN1C(=O)NC2(CCCC2)C1=O	-12	103	101	-0.1	26	15	0	1.6	-6
O=C(Nc1ccccc1)[C@@H]1CC=C[C@@H]2CCN(C3CCCCC3)C(=O)[C@@H]21	x	95	99	-0.7	x	x	-4	-1.2	-4
COc1ccccc1N1CCN(c2nnc(-c3ccc(F)cc3)c3ccccc23)CC1	-10	91	99	-1.1	26	18	-2	0.0	2
COCCOc1ccc(C(F)(F)F)cc1NC(=O)c1ccccc1F	1	100	100	-1.2	-4	16	-2	0.9	-7
C#CCOc1ccc(/C=C2/C(=O)NN(c3ccccc3)C2=O)cc1OC	-20	100	102	3.9	56	7	2	-0.1	0
COc1ccc(C(=O)N/C(=C\c2ccccc2)C(=O)NC(CC(C)C)C(=O)O)cc1 (configuration not stated)	10	83	100	0.8	-20	-7	-11	-0.5	-4
COc1cc(S(=O)(=O)NC(C)C)ccc1Cl	2	100	99	0.8	30	-3	7	0.7	-6
CN(C)CCCN(C(=O)c1ccco1)c1nc2c(F)cc(F)cc2s1	11	96	96	4.9	-25	21	-10	2.0	-8
CCOC(=O)/C(C#N)=C/c1cn(CCC(=O)O)nc1-c1ccc(Br)cc1	0	94	98	0.3	58	-16	0	0.8	-1
C/C(=N\NC(=O)c1ccccc1O)C1C(=O)c2ccccc2C1=O	7	101	102	-1.9	-1	16	5	-1.1	-5
Cc1cccc(C(CC(=O)NCc2ccco2)c2ccccc2)c1O (configuration not stated)	-13	104	102	-2.5	21	11	3	-0.8	-3
O=[N+]([O-])c1cnn(-c2nc(-c3ccco3)cc(C(F)(F)F)n2)c1	-6	104	104	0.0	-5	-2	4	-0.9	0
CSc1nc(-c2ccc(C)cc2)nc(C(Cl)Cl)n1	7	x	x	2.5	11	-3	x	0.1	x
CN(C)/C=C1\N=C(c2ccc(Cl)cc2Cl)OC1=O	-4	104	100	0.8	2	-16	4	0.7	1
Cc1c(Cl)cccc1NC(=S)NCC(c1cccnc1)N(C)C (configuration not stated)	-5	96	99	-0.9	-15	2	-2	0.1	1
CC1CCN(Cc2nc3c(c(=O)n(C)c(=O)n3C)n2CCCc2ccccc2)CC1	-8	110	106	-0.8	-4	x	13	-0.3	0
CC(C)C(=O)Nc1c(-c2cccc(Cl)c2)c(=O)c2ccccc2n1C	12	100	102	0.3	x	16	2	0.1	-5
C/C=C(\C)C(=O)N1CC2(CC(c3cccc(NC(=O)CCCCC)c3)=NO2)C[C@@H]1C(N)=O (some centres not stated)	x	97	97	1.9	22	x	-2	1.0	-4
CCC/C(O)=C1\C(=O)CCCC1=NCCc1c(C)[nH]c2ccc(C)cc12	-3	80	81	0.4	-7	x	-11	0.9	-6
CCc1cccc(CC)c1NC(=O)C1CC(=O)N(c2ccc3c(c2)OCCO3)C1 (configuration not stated)	0	104	105	-0.3	0	4	1	-0.1	-3
COc1ccc(CNC(=O)c2cccc(-c3ccc(C)c4ccccc34)n2)cc1	0	109	99	0.2	1	23	-1	0.5	x
COC(=O)C1=CN(c2ccc(F)cc2)C=C(C(=O)OC)C1c1ccc([N+](=O)[O-])cc1	-4	98	102	x	33	16	1	x	-3
Cc1ccc(CN2C(=O)CCC2C(=O)NCCN2CCOCC2)cc1 (configuration not stated)	-6	100	101	0.0	-17	-19	2	-0.1	-3
O=C(CSc1ccc(Cl)cc1)Nc1cccc(-c2nnc(-c3ccco3)o2)c1	-14	111	104	0.1	0	5	1	0.7	3
O=C(CS(=O)(=O)c1ccccc1)N1CCc2ccccc21	-6	102	106	-1.6	56	-10	4	-1.3	4
COCc1ccc(C(=O)NC2CC(C)(C)Cc3c2cnn3-c2ccc(OC)cc2)o1 (configuration not stated)	-7	107	106	-0.8	17	2	5	0.1	2
CCOC(=O)C1=C(C)N(CCC(=O)O)C(=O)NC1c1ccccc1Cl (configuration not stated)	x	103	99	0.7	x	x	3	0.4	-2
O=C(CSc1nc2c(cnn2-c2ccccc2)c(=O)[nH]1)c1ccc(Cl)cc1	-6	97	91	0.1	-8	2	2	0.0	-1
CCC(C)N1C(=O)N(C)C2NC(=O)NC21 (configuration not stated)	-1	103	99	0.8	-3	-19	2	0.0	-3
O=C(NCc1ccco1)c1cnn2c(C(F)(F)F)cc(-c3ccccc3)nc12	-11	106	110	-1.0	14	25	5	-1.0	-7
Cc1ccc2c(c1)Oc1ccc(NC(=O)CCCl)cc1C(=O)N2	1	107	107	-0.8	56	12	5	0.3	-5
Cn1c(SCC(=O)N2CCOCC2)nnc1-c1ccc(Cl)cc1Cl	7	101	106	0.8	43	2	4	-0.2	-4
NS(=O)(=O)c1cccc(NC(=O)COC(=O)Cn2cnc3ccccc32)c1	-10	92	94	-0.6	48	x	-13	-0.9	-7
CCOc1ccccc1NC(=O)c1cc(-c2ccncc2)nc2c(Cl)cccc12	-3	96	104	x	21	-36	3	x	3
CC(=O)c1sc2nc(SCC(=O)N3CCCCC3)[nH]c(=O)c2c1C	-10	106	104	1.4	7	12	-4	1.0	1
COc1ccc(-c2ccc(/C=N/NC(=O)c3cccnc3)o2)c([N+](=O)[O-])c1	-7	85	91	x	12	13	-3	x	-10
COc1ccc(NC(=O)c2ccco2)cc1N	-1	114	120	0.2	32	28	4	0.6	-4
Cc1cc(C)cc(-n2c(SC(C)C(=O)NCc3ccc4c(c3)OCO4)nc3ccccc3c2=O)c1 (configuration not stated)	-4	82	87	-1.4	-17	32	-1	2.5	5
CCOC(=O)c1sc(N/N=C/c2cccc(C)c2)nc1C	-12	98	97	-2.9	30	0	1	-0.1	-7
COc1ccc(-c2cc(C(=O)N/N=C(\C)c3cccnc3)c3cc(C)ccc3n2)cc1OC	-27	102	103	0.9	15	7	4	0.4	0
O=C(CCN1c2ccccc2Sc2ccccc21)Oc1ccccc1	-5	99	102	-0.3	-1	18	0	-0.6	-9
CC(=O)Nc1ccc(Nc2nc3ccccc3nc2NS(=O)(=O)c2ccccc2)cc1	-18	95	91	0.3	36	x	-15	0.0	12

Next section
canonical_smiles	GPR7 antagonist	MEKK2wt PB1 HTS	MEKK3 PB1 HTS	OXTR agonist	PHOSPHO1 block	NALP1 yeast inh	MEKK2 mut-MEK5	V1R ag counter	GalR3 antag
COc1ccc(CN2CCNC(=O)C2CC(=O)NC2CCCCC2)c(OC)c1 (configuration not stated)	-12	109	99	-0.3	-12	16	5	1.3	4
COC(=O)c1cn(-c2ccccc2)nc1-c1ccc(OC)cc1	-4	99	100	-1.3	27	-31	2	-0.3	-7
CCc1sc(C(=O)NC2CCN(C)CC2)cc1Br	-11	114	104	2.4	0	13	7	2.8	-10
COc1cccc(C(=O)Cn2c(=O)n(CC3CCCO3)c(=O)c3ccccc32)c1 (configuration not stated)	-8	96	97	-1.7	17	17	1	-0.9	-3
COc1ccc(CCNS(=O)(=O)c2c(N)n(C)c(=O)n(C)c2=O)cc1OC	-10	89	94	0.8	9	17	-10	0.6	-3
COc1ccc(C(=O)Nc2nc3ccccc3s2)cc1OC	-3	107	106	1.6	-15	-3	-9	0.6	-4
Oc1ccccc1Nc1ncnc2c1oc1ccccc12	-1	103	101	-0.8	24	-36	6	0.4	-4
O=C(CCn1c(=O)oc2ccccc21)N1CCN(c2ccccc2F)CC1	2	79	76	-0.1	22	-3	-18	-0.4	-6
CO/N=C/c1cn(-c2ccc(Cl)cc2)nn1	5	108	94	-1.6	37	-16	-47	-0.6	-1
NC(=O)N/N=C/c1coc2ccc3ccccc3c2c1=O	2	101	102	0.4	3	2	-4	-0.4	1
Nc1scc2c(C(=O)N/N=C/c3ccc(Cl)cc3)nn(-c3ccccc3)c(=O)c12	-5	92	97	-0.8	101*	-11	-7	-0.4	-4
Cc1ccc(NC(=O)CS(=O)CC(=O)NC2CCN(Cc3ccccc3)CC2)c(C)c1 (configuration not stated)	-9	102	107	0.1	16	9	2	0.6	-5
COc1ccc(C2CC(C(F)(F)F)n3ncc(C(=O)O)c3N2)cc1OC (configuration not stated)	-12	112	105	2.0	-15	11	17	0.5	1
CCCCCCNS(=O)(=O)c1ccccc1Br	x	107	98	-2.1	22	0	7	-0.5	-6
Cc1onc(-c2ccccc2)c1C(=O)N/N=C/c1ccco1	-10	95	102	-0.2	30	11	9	-1.0	-6
Cc1ccsc1C(=O)N1CC(=O)Nc2ccccc21	0	x	x	1.6	-10	1	x	-0.2	-2
COc1ccc(/C=N/Nc2cc(OC)ncn2)cc1	-11	97	106	-0.1	-6	23	0	-0.4	-6
Cc1sc2ncn(CC(=O)NCC(=O)N3CCN(c4ccccc4F)CC3)c(=O)c2c1C	4	98	98	-0.2	48	-8	3	-1.0	-7
CCc1ccc(N(C(=O)c2ccoc2C)C(C(=O)NC2CCCC2)c2ccc(OC)cc2)cc1 (configuration not stated)	3	101	103	-1.2	34	8	5	-0.6	-14
CCOCCc1nnc(NC(=O)c2cccc(F)c2)s1	4	105	103	3.0	14	-8	15	0.7	2

3 structures already listed, sorted by SMILES length, rising.
canonical_smiles	GPR7 antagonist	MEKK2wt PB1 HTS	MEKK3 PB1 HTS	OXTR agonist	PHOSPHO1 block	NALP1 yeast inh	MEKK2 mut-MEK5	V1R ag counter	GalR3 antag
CCCCCCNS(=O)(=O)c1ccccc1Br	x	107	98	-2.1	22	0	7	-0.5	-6
COc1ccc(C2CC(C(F)(F)F)n3ncc(C(=O)O)c3N2)cc1OC (configuration not stated)	-12	112	105	2.0	-15	11	17	0.5	1
Cc1ccc(NC(=O)CS(=O)CC(=O)NC2CCN(Cc3ccccc3)CC2)c(C)c1 (configuration not stated)	-9	102	107	0.1	16	9	2	0.6	-5

More records
canonical_smiles	GPR7 antagonist	MEKK2wt PB1 HTS	MEKK3 PB1 HTS	OXTR agonist	PHOSPHO1 block	NALP1 yeast inh	MEKK2 mut-MEK5	V1R ag counter	GalR3 antag
COCc1cc(=O)n2[nH]c(-c3cccc(Br)c3)cc2n1	-1	103	107	0.7	6	8	7	0.7	0
CC(=O)Nc1ccc(NC(=O)COc2cc(O)c3c(c2)OC(C)(C)CC3=O)cc1	-5	105	100	2.0	-34	-8	5	0.7	-2
COc1cc([N+](=O)[O-])c(OC)cc1SCc1n[nH]c(=S)n1-c1ccc(F)cc1	-14	103	100	1.3	-32	41	1	0.5	-3
Cc1cc(C)n(CCO)c(=O)n1	2	103	104	-0.1	-12	3	3	0.2	-4
